Screening data as filed in PubChem.
IDE inh – human IDE inhibitors in live cells, primary screen, fluorescence polarization, HEK cells, FAbetaB substrate; Insulin-degrading enzyme (Homo sapiens), P14735; FAbetaB cleavage; inhibition, % at 5.59 µM; 320,000 compounds, 0.41% hits; AID 434962, 2010;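 active = percent inhibition above the average of all tested compounds plus 3 SD, set per screening campaign, cut at about 16% in these data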;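 also: IDE supplied by intact live HEK cells; FP after avidin binding of uncleaved biotin substrate so inhibition keeps polarization high; 0% = DMSO wells and 100% = 60 µM reference IDE inhibitor Ii1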
MEKK3 PB1 HTS – modulators of MEKK3-MEK5 PB1 binding, primary screen, biochemical, wildtype MEKK3, multiplex bead flow cytometry, Alexa488-MEK5 | Mitogen-activated protein kinase kinase kinase 3 (Homo sapiens), Q99759 | bead-based flow cytometry, Alexa488-MEK5 binding to MEKK3; actives lie on both sides; 0 = blocked by unlabeled MEK5, 100 = vehicle | binding response (% of control), % at 10 µM | 290,000 compounds, 1.4% hits | AID 1529, 2009;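 active = binding response more than 3 SD above or below the average of its plate-row segment, actives on both sides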;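 also: Alexa488 bead fluorescence after subtracting the streptavidin-only scavenger bead signal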
Target sequence (Q99759 whole entry, looked up): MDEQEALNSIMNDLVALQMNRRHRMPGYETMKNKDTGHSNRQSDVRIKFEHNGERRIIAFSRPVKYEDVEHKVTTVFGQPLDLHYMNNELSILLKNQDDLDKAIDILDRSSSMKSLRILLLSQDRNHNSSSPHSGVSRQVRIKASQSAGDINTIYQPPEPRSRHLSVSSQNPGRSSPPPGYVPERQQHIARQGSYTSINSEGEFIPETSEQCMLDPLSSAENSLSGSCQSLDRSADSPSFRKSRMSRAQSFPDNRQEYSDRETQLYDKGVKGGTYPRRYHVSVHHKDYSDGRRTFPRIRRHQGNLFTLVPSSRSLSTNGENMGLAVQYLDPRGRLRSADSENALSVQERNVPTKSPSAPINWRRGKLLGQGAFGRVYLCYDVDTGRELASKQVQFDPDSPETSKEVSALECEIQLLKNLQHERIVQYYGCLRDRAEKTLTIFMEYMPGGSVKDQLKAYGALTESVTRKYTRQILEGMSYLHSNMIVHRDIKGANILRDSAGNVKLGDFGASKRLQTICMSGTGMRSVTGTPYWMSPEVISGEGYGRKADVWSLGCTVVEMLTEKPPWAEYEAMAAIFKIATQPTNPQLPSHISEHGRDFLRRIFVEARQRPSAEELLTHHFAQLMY
PHOSPHO1 inh – PubChem AID 1565; Phosphoethanolamine/phosphocholine phosphatase (Homo sapiens), Q8TCT1; recombinant PHOSPHO1, absorbance phosphatase assay; inhibition, % at 13.3 µM; 290,000 compounds, 1.1% hits; in the data active = inhibition above about 60%
CRFBP-R2 agonist – agonists of CRF-BP/CRF-R2 complex, primary screen, cell-based, HEK293, calcium dye fluorescence, uHTS; calcium dye fluorescence (FLIPR); percent of saturating CRF peptide response; 350,000 compounds, 0.46% hits; activation, % at 13.2 µM; CRF-binding protein / CRF receptor 2 complex (human);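 active = activation of at least 50%, plus an integration ratio under a set limit after plate pattern correction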;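 also: plate controls were neutral control wells without compound for no effect and CRF at EC100 for full effect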
GalR3 antag – GalR3 antagonists in HEK293 cells, primary screen, cell-based, fluorescence readout; Galanin receptor type 3 (Homo sapiens), O60755; HEK293 GalR3-CNG cAMP membrane potential fluorescence; galR3 body fused to GalR1 C-terminus; inhibition, % at 3 µM; 360,000 compounds, 0.44% hits; AID 651719, 2012;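 active = inhibition above the screen-wide average plus 3 SD, cut at about 13% in these data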;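 also: forskolin and galanin both at EC90 stimulate the cells; cAMP rise reported by CNG channel membrane potential dye signal; 0% = forskolin plus galanin with DMSO and 100% = forskolin alone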
CHRM4 PAM – human M4 muscarinic receptor positive allosteric modulators, primary screen, CHO-K1 cells, Fluo-8 calcium fluorescence. CHO-K1 hM4/Gqi5, ACh EC20; 0% = ACh EC20, 100% = maximal ACh. activation, % at 3 µM. 360,000 compounds, 0.4% hits. AID 624126, 2012;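 active = activation above its plate's cutoff, the mean activation of sample wells plus 3 SD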; also: some results filed as inactive read as strong as hits
Target sequence (P08173 whole entry, looked up): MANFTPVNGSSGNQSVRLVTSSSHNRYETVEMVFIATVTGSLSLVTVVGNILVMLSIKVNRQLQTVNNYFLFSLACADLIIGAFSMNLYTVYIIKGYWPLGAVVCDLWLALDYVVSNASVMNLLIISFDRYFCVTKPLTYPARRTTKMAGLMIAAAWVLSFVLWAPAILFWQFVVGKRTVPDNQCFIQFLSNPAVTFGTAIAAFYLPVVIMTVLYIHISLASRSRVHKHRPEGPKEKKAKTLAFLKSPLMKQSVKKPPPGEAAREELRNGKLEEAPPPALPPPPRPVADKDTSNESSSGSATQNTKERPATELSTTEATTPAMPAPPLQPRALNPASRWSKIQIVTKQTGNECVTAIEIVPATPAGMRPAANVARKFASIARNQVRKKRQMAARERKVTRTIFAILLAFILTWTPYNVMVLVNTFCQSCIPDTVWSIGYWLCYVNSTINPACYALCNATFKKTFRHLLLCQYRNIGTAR
IDE act – human IDE activators in live cells, primary screen, fluorescence polarization, HEK cells, FAbeta-B substrate; FAbeta-B cleavage; 0% vehicle, 100% cell-free pure enzyme wells; Insulin-degrading enzyme (Homo sapiens), P14735; 340,000 compounds, 0.073% hits; activation, % at 5.96 µM;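 active = activation above the mean of all tested compounds plus 3 SD, set per screening campaign, cut at about 17% in these data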
CRFBP-R2 block – antagonists of CRF-BP/CRF-R2 complex, primary screen, cell-based, HEK293, calcium dye fluorescence, uHTS; inhibition, % at 11.8 µM; 350,000 compounds, 0.59% hits; CRF-induced calcium fluorescence; AID 588475, 2011;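 active = inhibition of the ligand-induced calcium signal above about 50% at the single tested concentration, limit read from the data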
pCIP destab – p/CIP-EGFP fusion destabilizers, primary screen, fluorescence, F442A cells; Q05BA5; 16 h; decrease of EGFP signal, % at 10 µM; 290,000 compounds, 0.01% hits; AID 1984, 2009;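 active = EGFP signal decrease of at least 30% at 10 µM or well 3 SD below plate mean, unless failing retest; inactive = the rest, including hits failing retest or dose response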; also: some compounds called inactive have numbers as strong as hits; many of its hits are not listed in these tables
* marks the source's active call; other numbers are inactive results; / = no result given.

SMILES | IDE inh | MEKK3 PB1 HTS | PHOSPHO1 inh | CRFBP-R2 agonist | GalR3 antag | CHRM4 PAM | IDE act | CRFBP-R2 block | pCIP destab
CC(C)(C)OC(=O)N/N=C/c1cccn1-c1ccc([N+](=O)[O-])cc1 | 8.3 | 94.0 | 2.1 | 0.3 | -7.9 | -8.4 | 6.7 | 3.5 | -19.6
C(=C\c1ccccc1)/CSc1nnc(-c2ccncc2)n1Cc1ccco1 | 8.3 | 100.0 | 64.1* | -2.3 | -2.9 | 0.1 | 2.7 | 39.2 | -16.0
CC(OC(=O)c1ccc(Cl)nc1)C(=O)Nc1ccc(S(=O)(=O)N2CCCC2)cc1 (stereo unspecified) | 2.8 | / | / | 0.8 | -3.9 | -7.1 | 2.2 | -3.9 | /
COc1ccccc1N1CCN(S(=O)(=O)c2cc(C(F)(F)F)cc(C(F)(F)F)c2)CC1 | -3.2 | 88.0 | 40.9 | -5.0 | -6.1 | 7.0 | 4.2 | -2.4 | 2.5
O=C(Nc1nc(=O)c2ccccc2s1)c1ccccc1 | 9.0 | 103.0 | 17.4 | -3.3 | -2.1 | 10.2 | -1.1 | -30.9 | 4.6
CC(=O)NN1C(=O)c2ccc(Oc3ccc4c(c3)C(=O)N(NC(C)=O)C4=O)cc2C1=O | -1.5 | 101.0 | 20.6 | / | / | / | / | / | -13.5
CCN(CC)N=Nc1ccc(S(N)(=O)=O)cc1 | 3.7 | 100.0 | 28.1 | -0.3 | -5.4 | -3.6 | 8.2 | -7.5 | -16.1
Cc1cccc(N=Cc2cc(Br)cc(Cl)c2O)c1 | 3.3 | 98.0 | -6.8 | 15.2 | -3.8 | 9.0 | 3.5 | -14.3 | -11.6
CCCOc1cccc(-c2cc(-c3n[nH]c(=S)n3CC)c3ccccc3n2)c1 | 9.2 | 98.0 | -17.6 | -2.8 | -7.2 | -1.8 | -9.1 | 16.9 | -9.3
O=[N+]([O-])c1ccc(N2CCCC2)cc1N1CCCC1 | -0.2 | 108.0 | 20.2 | -1.4 | -3.0 | 7.0 | -0.1 | -4.3 | -12.0
COc1cccc(NC(=O)C2CC(=O)OC23CCOC(C)(C)C3)c1 (stereo unspecified) | 5.1 | 82.0 | -27.7 | 0.3 | 0.0 | 18.9 | 1.8 | 6.5 | -16.4
CCCc1cc(NC(=O)COC(=O)c2nccnc2N)n(-c2ccccc2)n1 | -6.4 | / | / | 0.0 | 1.0 | -4.5 | 3.8 | -0.4 | /
CN(CC(=O)Nc1ccc(Cl)c(C(F)(F)F)c1)C(=O)c1ccc(S(=O)(=O)N2CCOCC2)cc1 | / | / | / | 0.2 | -7.0 | -2.9 | 1.1 | -6.6 | /
CCOC(=O)N1CCN(C(=O)c2ccc(S(=O)(=O)Nc3cccc(C(F)(F)F)c3)cc2)CC1 | 1.8 | / | / | -0.8 | / | 1.1 | -3.7 | 6.2 | /
Cc1nn(-c2ccccc2)c(C)c1C(=O)OCC(=O)Nc1ccccc1Cl | / | / | / | 0.3 | -2.9 | 4.9 | / | 3.6 | /
COc1ccc2[nH]cc(C(=O)CN3CC(C)CC(C)C3)c2c1 (stereo unspecified) | 5.6 | 100.0 | -5.7 | 3.7 | -10.4 | 4.8 | -0.2 | -4.8 | -5.8
CCCNCC(O)Cn1c2ccccc2n2c(=O)cc(C)c(C#N)c12 (stereo unspecified) | -2.3 | 86.0 | 6.6 | 3.2 | -3.8 | -15.5 | 7.5 | 4.6 | -4.5
C[C@@H]1CN([C@H](C)CO)C(=O)CCCn2nncc2CO[C@H]1CN(C)Cc1cccc(C(F)(F)F)c1 | / | / | / | 4.3 | 0.4 | 1.1 | / | -3.6 | /
CNC[C@H](CC1CCCCC1)NC[C@H](CO)NCC1(c2ccccc2)CC1 | 3.2 | 103.0 | -16.0 | 1.7 | -4.0 | -0.6 | 2.1 | -5.8 | -11.9
COc1ccc(S(=O)(=O)N2CCC(C(=O)N3CCCCCC3)CC2)cc1 | 0.7 | 100.0 | -36.8 | 0.6 | 0.5 | 7.5 | 3.3 | 5.3 | -9.0
NS(=O)(=O)c1ccc(NC(=O)c2cccc(N3C(=O)c4ccccc4C3=O)c2)cc1 | -0.3 | 91.0 | 16.1 | -2.1 | -6.1 | -2.4 | -4.1 | 22.8 | -0.2
O=c1cnc2ccccc2n1Cc1ccc(Br)cc1 | 4.2 | 102.0 | 7.0 | -0.8 | -6.1 | -9.0 | 7.0 | 2.5 | 6.8
CCc1nnc(NC(=O)CN2CCN(CC)CC2)s1 | 1.6 | 104.0 | -150.6 | 1.1 | -1.9 | -4.0 | -0.5 | 0.3 | -0.8
CC[C@@H]1[C@H]2CCCC(=O)N3CC[C@@H](C[C@@H]1OC(=O)NCc1ccccc1)[C@@H]23 | 3.1 | 90.0 | -1.7 | -3.7 | -4.4 | 1.6 | 0.9 | 11.1 | 8.0
Cc1cc(C)c2c(=O)n(CC(=O)Nc3ccc(Cl)cc3)sc2n1 | 46.1* | 100.0 | -106.7 | 3.8 | 4.7 | -38.1 | -57.5 | -8.6 | 0.2

Quoted at random: 4 records from the list.
SMILES | IDE inh | MEKK3 PB1 HTS | PHOSPHO1 inh | CRFBP-R2 agonist | GalR3 antag | CHRM4 PAM | IDE act | CRFBP-R2 block | pCIP destab
Cc1cccc(N=Cc2cc(Br)cc(Cl)c2O)c1 | 3.3 | 98.0 | -6.8 | 15.2 | -3.8 | 9.0 | 3.5 | -14.3 | -11.6
CC(C)(C)OC(=O)N/N=C/c1cccn1-c1ccc([N+](=O)[O-])cc1 | 8.3 | 94.0 | 2.1 | 0.3 | -7.9 | -8.4 | 6.7 | 3.5 | -19.6
Cc1cc(C)c2c(=O)n(CC(=O)Nc3ccc(Cl)cc3)sc2n1 | 46.1* | 100.0 | -106.7 | 3.8 | 4.7 | -38.1 | -57.5 | -8.6 | 0.2
CN(CC(=O)Nc1ccc(Cl)c(C(F)(F)F)c1)C(=O)c1ccc(S(=O)(=O)N2CCOCC2)cc1 | / | / | / | 0.2 | -7.0 | -2.9 | 1.1 | -6.6 | /

Further records:
SMILES | IDE inh | MEKK3 PB1 HTS | PHOSPHO1 inh | CRFBP-R2 agonist | GalR3 antag | CHRM4 PAM | IDE act | CRFBP-R2 block | pCIP destab
COc1cccc(NC(=O)Nc2cc(C(=O)NCC3CCCO3)ccc2N2CC3CC(C2)c2cccc(=O)n2C3)c1 (stereo unspecified) | 3.0 | 99.0 | 35.5 | 5.0 | -2.4 | 5.8 | 2.4 | 2.8 | -14.7
COc1ccc(C(=O)N/C(=C\c2ccccc2)C(=O)Nc2ccc(C(=O)NCC(=O)O)cc2)cc1 | 0.0 | 103.0 | 8.5 | 0.9 | -2.0 | -4.0 | 2.5 | -1.9 | -2.4
CCOC(=O)C1=C(C)NC(=O)NC1/C=C/c1ccccc1 (stereo unspecified) | -0.9 | 88.0 | -3.7 | 2.4 | -2.2 | -4.8 | -5.4 | 16.2 | -7.7
Cc1cc(C(=O)N2CC(C)CC(C)C2)n(-c2ccccc2)n1 (stereo unspecified) | 0.8 | 113.0 | 6.1 | 2.5 | 3.3 | 10.4 | 8.4 | -3.1 | 3.2
CCOC(=O)C1CCN(C(=O)c2ccc(N3CCCC3=O)cc2)CC1 | -2.5 | / | / | -2.3 | -6.4 | 5.5 | 2.0 | 14.0 | /
COc1ccc(C2CC(c3cccs3)=NN2C(=O)CSc2nc3ccccc3s2)cc1 (stereo unspecified) | -0.9 | 130.0* | 4.4 | 0.7 | 1.4 | 1.6 | 1.4 | -12.0 | -1.9
COc1ccc(-c2ccc(CN3C(C(C)C)C(=O)N(Cc4cn(CC5CCCCC5)nn4)CCS3(=O)=O)cc2)cc1 (stereo unspecified) | / | / | / | 0.5 | -3.3 | -2.6 | / | -4.3 | /
Cc1cc(NC(=O)CCCN2C(=O)c3cccc4cccc(c34)C2=O)no1 | 2.8 | 99.0 | 32.2 | -1.9 | 6.6 | 19.3* | -0.1 | -5.4 | -3.4
CC(C(=O)Nc1ccc(S(=O)(=O)N2CCCC2)cc1)N1CCN(c2ccccc2O)CC1 (stereo unspecified) | 3.0 | / | / | -0.5 | -5.0 | -13.4 | 3.1 | -5.0 | /
O=[N+]([O-])c1ccccc1OCCOCCOc1cccc2cccnc12 | 5.3 | 91.0 | -4.5 | -1.8 | 5.2 | 3.4 | 2.3 | 28.6 | -3.4
Cc1cccc(/C=N/NC(=O)Cn2nc(C)cc2C)n1 | -1.2 | 98.0 | 4.7 | 1.5 | -3.7 | 14.9 | 2.7 | 1.0 | 3.3
Nc1cc2c(cc1Cl)-c1ccccc1C2 | / | / | / | -2.5 | -4.2 | 0.6 | -4.1 | 4.3 | /
COC(=O)[C@@]1(Cc2ccc(F)cc2)[C@H]2c3cc(C(=O)N4CCCC4)n(Cc4ccc(C(F)(F)F)nc4)c3C[C@H]2CN1C(=O)c1ccccc1 | 8.2 | 93.0 | 1.1 | -0.3 | -4.8 | / | / | -10.1 | 1.1
O=C(COC(=O)/C=C/c1cccc(Cl)c1)NC(=O)NCc1ccccc1 | -5.3 | / | / | -0.5 | -6.5 | 16.6 | 2.0 | 3.2 | /
O=C(/C=C/c1ccc(O)c(O)c1)OC1C(O)CC(OC(=O)/C=C/c2ccc(O)c(O)c2)(C(=O)O)CC1O (stereo unspecified) | -0.3 | 108.0 | 34.0 | 1.3 | -2.7 | 4.8 | 3.1 | 22.3 | -2.7
O=c1c2oc3nc4c(cc3c2ncn1CCCc1ccccc1)CCCC4 | 7.5 | 86.0 | -14.9 | 0.6 | -6.2 | -26.0 | 0.4 | -3.5 | -23.0
C=C(C)CNC(=S)NNC(=O)CCn1c2ccccc2c2ccccc21 | -0.1 | 93.0 | 9.5 | -0.9 | -3.6 | 7.3 | 5.0 | -15.6 | -0.3
CC(=O)N1CCC(N(CCCOC(C)C)C(=O)Nc2ccc(Cl)cc2)CC1 | -2.2 | 109.0 | / | -0.8 | -0.8 | -0.3 | 8.9 | 3.8 | /
N#Cc1c(C#N)c(O)c2ccccc2c1O | -1.8 | 107.0 | -14.7 | 2.2 | -12.0 | 2.7 | -1.5 | -0.1 | 0.6
Cc1ccc(C(=O)Nc2nnc(-c3ccncc3)s2)o1 | 3.2 | 95.0 | 0.9 | -2.0 | -8.4 | -3.8 | -6.5 | -4.5 | 2.5
Cc1cc(Br)c(S(=O)(=O)NCc2cccnc2)cc1C | 8.7 | 102.0 | 3.3 | -0.7 | -10.9 | -3.0 | -1.2 | 10.1 | -6.9
Cc1ccc(Cc2c[nH]c(=S)s2)cc1 | 5.6 | 100.0 | -12.6 | 0.2 | -7.0 | -0.1 | -2.0 | 4.2 | 13.2
COc1cccc2cc(C(C)N(CCCN3CCOCC3)C(=S)Nc3cccc(C)c3C)oc12 (stereo unspecified) | -1.5 | 100.0 | -0.6 | -0.2 | 2.1 | 19.8 | 9.2 | 8.8 | -3.3
CC(C)(C)c1ccc(Oc2ccc(N)cn2)cc1 | -0.1 | 97.0 | -14.9 | -0.6 | 0.4 | -0.3 | / | 1.6 | -26.5
CC(C)OC(=O)N(C)C[C@H]1OCc2cnnn2CCCC(=O)N([C@H](C)CO)C[C@H]1C | / | / | / | 1.6 | 1.3 | -0.9 | / | -0.7 | /
